CHRM4 PAM: human M4 muscarinic receptor positive allosteric modulators, primary screen, CHO-K1 cells, Fluo-8 calcium fluorescence | Muscarinic acetylcholine receptor M4 (Homo sapiens), P08173 | CHO-K1 hM4/Gqi5, ACh EC20; 0% = ACh EC20, 100% = maximal ACh | activation, % at 3 µM | actives 0.4% (n = 360,000) | AID 624126, 2012;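 active = activation above its plate's cutoff, the mean activation of sample wells plus 3 SD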; note: some results filed as inactive read as strong as hits
Target sequence (P08173 whole entry, looked up): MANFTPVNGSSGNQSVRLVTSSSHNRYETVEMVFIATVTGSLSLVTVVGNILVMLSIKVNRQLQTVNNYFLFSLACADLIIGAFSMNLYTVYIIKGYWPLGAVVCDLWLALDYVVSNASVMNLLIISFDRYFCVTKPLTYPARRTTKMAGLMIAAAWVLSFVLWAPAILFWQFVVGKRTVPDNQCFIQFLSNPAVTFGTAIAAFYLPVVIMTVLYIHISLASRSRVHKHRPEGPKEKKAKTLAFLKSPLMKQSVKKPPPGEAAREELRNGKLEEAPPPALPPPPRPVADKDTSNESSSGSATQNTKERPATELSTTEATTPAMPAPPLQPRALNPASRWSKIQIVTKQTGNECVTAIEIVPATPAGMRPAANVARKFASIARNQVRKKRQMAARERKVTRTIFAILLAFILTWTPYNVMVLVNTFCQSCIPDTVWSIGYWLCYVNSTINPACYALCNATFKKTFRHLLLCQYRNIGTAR
CHRM5 PAM: human M5 muscarinic receptor positive allosteric modulators, primary screen, CHO-K1 cells, Fluo-8 calcium fluorescence. activation, % at 3 µM. CHO-K1 hM5, ACh EC20 PAM; 0% = ACh EC20, 100% = ACh EC100. Muscarinic acetylcholine receptor M5 (Homo sapiens), P08912. actives 0.3% (n = 360,000);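 active = activation above the run cutoff, the mean activation of all test compounds plus 3 SD, cut at about 18% in these data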
Target sequence (P08912 whole entry, looked up): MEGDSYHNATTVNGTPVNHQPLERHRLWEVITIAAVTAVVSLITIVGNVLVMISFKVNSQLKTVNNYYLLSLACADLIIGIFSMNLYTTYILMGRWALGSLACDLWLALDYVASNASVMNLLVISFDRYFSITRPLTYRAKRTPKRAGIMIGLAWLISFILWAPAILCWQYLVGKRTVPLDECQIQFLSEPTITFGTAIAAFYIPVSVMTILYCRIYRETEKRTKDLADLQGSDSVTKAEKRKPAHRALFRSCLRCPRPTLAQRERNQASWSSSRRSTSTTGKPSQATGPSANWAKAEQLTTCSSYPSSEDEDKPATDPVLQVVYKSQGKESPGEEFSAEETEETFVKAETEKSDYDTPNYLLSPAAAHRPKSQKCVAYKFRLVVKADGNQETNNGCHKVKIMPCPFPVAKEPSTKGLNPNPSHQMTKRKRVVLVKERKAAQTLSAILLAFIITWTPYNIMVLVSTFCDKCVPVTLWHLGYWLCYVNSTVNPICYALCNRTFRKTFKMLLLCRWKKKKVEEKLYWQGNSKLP
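system = human M5 receptor in CHO-K1 cells | reagent = EC20 acetylcholine as agonist stimulus | compound dosing = single-point, 3 µM nominal | incubation = Fluo-8 loading 80 min at 37 °C plus 30 min room temperature | detection = Fluo-8 calcium dye fluorescence, kinetic read | benchmarks = low control EC20 acetylcholine (0%), high control EC100 acetylcholine (100%)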
CHRM4 antagonist: human M4 muscarinic receptor antagonists, primary screen, CHO cells, Fluo-8 calcium fluorescence; CHO-hM4 cells, ACh EC80; inhibition, % at 3 µM; actives 0.73% (n = 360,000); AID 624125, 2012;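 active = inhibition above its plate's cutoff, the mean inhibition of sample wells plus 3 SD, cut at about 27% in these data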;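 note: 0% = acetylcholine EC80 with DMSO and 100% = DMSO without agonist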
M5 antag: human M5 muscarinic receptor antagonists, primary screen, CHO cells, Fluo-8 calcium fluorescence | CHO-hM5 cells, ACh EC80 | inhibition, % at 3 µM | actives 0.59% (n = 360,000);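 active = inhibition above a per-plate cutoff, the mean of that plate's test compounds plus 3 SD, cut at about 27% in these data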;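 note: 0% = acetylcholine EC80 with DMSO and 100% = DMSO without agonist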
M4 ag: human M4 muscarinic receptor agonists, primary screen, CHO-K1 cells, Fluo-8 calcium fluorescence | Muscarinic acetylcholine receptor M4 (Homo sapiens), P08173 | CHO-K1 hM4/Gqi5; vehicle 0%, full acetylcholine response 100% | actives 0.14% (n = 360,000) | activation, % at 3 µM | AID 624127, 2012;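 active = activation above the run mean over all test wells plus 3 SD, cut at about 32% in these data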;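 note: peak over basal fluorescence ratio per well then scaled between controls; 0% = DMSO wells and 100% = acetylcholine at EC100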
CHRM5 agonist: human M5 muscarinic receptor agonists, primary screen, CHO-K1 cells, Fluo-8 calcium fluorescence; Muscarinic acetylcholine receptor M5 (Homo sapiens), P08912; CHO-K1 hM5 cells; 0% DMSO wells, 100% maximal acetylcholine response; activation, % at 3 µM; actives 0.19% (n = 360,000); AID 624037, 2012;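 active = activation above the run's mean over test compounds plus 3 SD, cut at about 23% in these data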;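 note: signal is peak over basal fluorescence ratio across the kinetic read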
CRFBP-R2 agonist: agonists of CRF-BP/CRF-R2 complex, primary screen, cell-based, HEK293, calcium dye fluorescence, uHTS | calcium dye fluorescence (FLIPR); percent of saturating CRF peptide response | CRF-binding protein / CRF receptor 2 complex (human) | actives 0.46% (n = 350,000) | activation, % at 13.2 µM | AID 588473, 2011;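 active = activation of at least 50%, plus an integration ratio under a set limit after plate pattern correction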;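 note: plate controls were neutral control wells without compound for no effect and CRF at EC100 for full effect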
IDE cell inh: human IDE inhibitors in live cells, primary screen, fluorescence polarization, HEK cells, FAbetaB substrate. Insulin-degrading enzyme (Homo sapiens), P14735. FAbetaB cleavage. inhibition, % at 5.59 µM. actives 0.41% (n = 320,000). AID 434962, 2010;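 active = percent inhibition above the average of all tested compounds plus 3 SD, set per screening campaign, cut at about 16% in these data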;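 note: IDE supplied by intact live HEK cells; FP after avidin binding of uncleaved biotin substrate so inhibition keeps polarization high; 0% = DMSO wells and 100% = 60 µM reference IDE inhibitor Ii1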
CRFBP-R2 block: antagonists of CRF-BP/CRF-R2 complex, primary screen, cell-based, HEK293, calcium dye fluorescence, uHTS; actives 0.59% (n = 350,000); inhibition, % at 11.8 µM; CRF-induced calcium fluorescence; AID 588475, 2011;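 active = inhibition of the ligand-induced calcium signal above about 50% at the single tested concentration, limit read from the data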
An asterisk follows results filed as active; nt = not tested or not shown.

CHRM4 PAM,CHRM5 PAM,CHRM4 antagonist,M5 antag,M4 ag,CHRM5 agonist,CRFBP-R2 agonist,IDE cell inh,CRFBP-R2 block,molecule
0,0,1,-1,0,0,1.4,-6,25,O=C(Nc1ccn(Cc2c(F)c(F)c(F)c(F)c2F)n1)c1cccc(Cn2cc([N+](=O)[O-])cn2)c1
7,2,-11,4,1,0,-4.8,2,-13,O=C(Cn1nnc2ccccc2c1=O)NCc1ccc(Cl)cc1
-10,-10,-1,4,7,2,nt,nt,nt,COc1ccc(-c2coc3c(C(=O)Nc4cc(OC)c(OC)c(OC)c4)cccc23)c(C)c1
6,7,-4,5,1,5,1.6,1,-9,COc1ccc2sc(-c3ccc(S(C)(=O)=O)cc3)c(-c3ccc(C(N)=O)cc3)c2c1
1,1,-3,3,1,0,3.0,3,-7,O=C(Cn1nc(C(=O)O)c2ccccc2c1=O)Nc1ccccc1C(F)(F)F
1,2,-2,3,0,-5,-2.3,0,0,CCCCC1(C)NC(=S)N2N1C(=S)NC2(C)CCCC (stereo not given)
9,10,-4,-3,2,-1,6.0,2,16,CCCCC(=O)NC(c1cccs1)c1cc(Cl)c2cccnc2c1O (stereo not given)
-4,1,10,3,1,-1,-0.4,2,-15,O=C(O)CN1C(=O)NC2(CCCc3ccccc32)C1=O (stereo not given)
-3,-2,3,5,6,5,2.7,7,-46,Cc1ccccc1CC1(CO)CCCN(C(=O)c2cc(Cl)ccc2F)C1 (stereo not given)
10,4,-7,9,0,-4,0.7,0,8,COc1ccc(C(C)C)cc1S(=O)(=O)N1CCC(C(=O)N2CCN(C)CC2)CC1
6,-7,4,9,1,0,-2.0,2,-4,Cc1sc2ncn(CC(=O)NCC3COc4ccccc4O3)c(=O)c2c1S(=O)(=O)N1CCOCC1 (stereo not given)
11,-1,0,6,1,-3,0.6,-6,-4,CCOC(=O)c1c(C)[nH]c(C)c1S(=O)(=O)N(C)Cc1ccco1
9,-2,-1,3,1,-3,2.0,-3,-4,COCCn1c(SCC(=O)Nc2ccc(C(N)=O)cc2)nc2c([nH]c3ccccc32)c1=O
-2,-5,-3,-9,0,0,-1.0,12,2,Nc1cccc(-c2cnc3ccccc3n2)c1
-2,-6,-24,-6,-2,4,0.6,1,-19,COc1ccc(C)cc1NC1=C(Cl)C(=O)N(C2CCCCC2)C1=O
0,3,0,8,1,-3,-1.2,-2,-2,COc1ccccc1N1CCN(C2CCCN(C(=O)c3snnc3C)C2)CC1 (stereo not given)
5,3,-4,0,0,-12,-0.2,1,-14,C/C(=N\NC(=O)c1cccc(Br)c1)c1ccc(Br)cc1
-4,-1,1,6,2,3,-0.8,6,15,O=C(c1ccccc1F)N1CCN(c2ccc([N+](=O)[O-])c(N3CCOCC3)c2)CC1
0,2,1,-2,1,0,-2.0,5,8,Cc1cccc(C)c1NC(=O)c1cc2c(=O)c3ccccc3oc2nc1C(F)(F)F
12,2,-4,3,0,-3,1.3,4,-5,Cc1c(C(=O)Nc2ccccn2)oc2c(Cl)cccc12
1,-5,0,12,1,-5,3.3,-1,5,COc1ccc(Br)cc1CNC(=O)C1CCCN(S(=O)(=O)N2CC(C)CC(C)C2)C1 (stereo not given)
-4,0,-2,-6,0,-4,0.0,6,-21,O=C(Nc1nnc(SCc2ccc(F)cc2)s1)C1CC(=O)N(c2ccc3c(c2)OCCO3)C1 (stereo not given)
15,-4,-8,-5,-1,-4,0.9,-1,-4,COc1ccccc1NS(=O)(=O)c1ccc(Cl)cc1
8,1,-3,9,4,-1,-0.3,nt,-8,Cc1ccc(C)c(S(=O)(=O)NCC(=O)Nc2ccc3c(c2)OCO3)c1
0,-8,-7,13,1,-4,0.6,1,11,O=C(NNC(=O)C(O)c1ccccc1)NC1CCCCC1 (stereo not given)
6,-19,-5,-4,4,6,-0.5,-1,-8,Cc1ccc(S(=O)(=O)N2CCOCC2)cc1C(=O)OCC(=O)NCCc1ccc(F)cc1
-4,-6,-8,6,-1,-3,0.2,1,-2,Cc1ccc(C(=O)NC2CCCC(C)C2C)cc1S(=O)(=O)N1CCCCC1 (stereo not given)
8,3,-7,1,2,-2,0.1,6,-27,Cc1cccc2cc(CN(C(=O)c3cccs3)c3ccccc3)c(=O)[nH]c12
8,-8,-1,10,0,-3,-0.4,9,-13,COc1ccc(C(=O)NCCc2nnc3ccc(SCC(=O)Nc4cc(C)on4)nn23)cc1
1,1,3,2,1,-8,-1.4,-1,14,Cc1nc2ccc(Cl)cc2c(-c2ccccc2)c1C(=O)N(C)C
4,5,3,7,1,1,3.2,3,-7,CC1(C)CC(/C=C/c2ccccc2)=Nc2ccccc2N1
-2,5,2,8,1,1,nt,nt,nt,C[C@H](NC(=O)CC[C@H]1O[C@@H](n2ccc(=O)[nH]c2=O)[C@H](O)[C@@H]1O)c1cccc2ccccc12
9,5,-17,0,4,4,-0.8,-2,-6,Cc1c(Cl)cccc1NC(=O)COC(=O)C12CC3CC(CC(O)(C3)C1)C2
3,14,-4,-4,0,-6,-1.1,4,11,CCOC(=O)c1c(OCC)[nH]c2ccc(O)cc12
6,-2,-13,1,1,0,-1.2,2,11,CSC1=NCCN1C(=O)c1ccc(Br)o1
-17,3,-1,4,0,-1,-1.0,7,-10,COc1ccccc1N(CC(=O)N1CCCCCC1)S(=O)(=O)c1ccc(C)cc1
4,-2,8,2,-1,1,-6.4,-2,7,COc1ccc(CN2C(=O)c3cccnc3C2Nc2cc(Cl)c(OC)cc2OC)cc1 (stereo not given)
-4,-4,-2,0,6,0,-0.4,1,14,CC1CCCN(C(=O)COC(=O)C2CCN(S(=O)(=O)c3c(Cl)cccc3Cl)CC2)C1 (stereo not given)
-1,-1,-4,11,0,-2,1.6,4,-4,COCCn1c(SCC(=O)NC2CCCCC2C)nc2ccccc2c1=O (stereo not given)
-2,1,-3,4,0,-2,-1.5,-5,13,CC1(C)CC(=O)c2c(S(C)(=O)=O)sc(Br)c2C1
20,3,-13,0,2,0,3.3,1,-9,O=C(c1cccc(S(=O)(=O)N2CCCC2)c1)N1CCN(Cc2ccccc2)CC1
5,10,3,-8,-3,-1,-0.5,-1,-32,CCOc1ccc(OCC)c(NC(=O)Cn2cccc2)c1
-2,1,7,3,0,-3,-0.7,0,-23,Cc1ccc(C(=O)Oc2coc(CSc3nnc(NC(=O)C4CC4)s3)cc2=O)cc1
-1,3,-3,4,-1,-6,-0.1,-4,2,O=C(NC(=S)Nc1ccccc1)c1ccc(Br)o1
-5,-1,11,-7,1,-2,-0.1,1,-2,CCCCc1cc(=O)oc2cc(OCC(=O)Nc3cccnc3)c(Cl)cc12
-7,-5,10,15,1,-5,0.4,5,0,Cc1ccc(Nc2nnc(SCc3nc4ccccc4c(=O)[nH]3)s2)cc1
-3,-3,7,-5,0,-2,-0.4,2,10,CCn1c(=N)n(CC(=O)c2cccc([N+](=O)[O-])c2)c2ccccc21
15,-2,3,7,2,-3,-0.3,4,-26,COc1ccc(Cl)cc1NC(=S)Nc1ccccc1F
0,-6,-4,4,1,-3,-1.6,nt,8,Cc1ccc(-n2nnnc2SCC(=O)NCC2CCCO2)cc1C (stereo not given)
-7,-9,2,12,5,-4,-2.5,4,-1,CCOC(=O)Cc1csc(NC(=O)COc2ccc3ccccc3c2)n1
6,3,-8,-2,12,4,0.2,-2,-10,Cc1cc(C)cc(C(=O)Nc2nc3ccccc3[nH]2)c1
8,7,-12,-10,2,0,-1.9,-2,-12,CSC1=NC2(C)CCCCC2C12C=CC(=O)C=C2 (stereo not given)
1,3,-1,3,0,3,-0.5,nt,5,Cc1cc2nccnc2cc1C
-1,-8,-11,4,6,-4,-0.6,2,-11,CCOC(=O)Cc1csc(NC(=O)CSc2ccc(Br)cc2)n1
-10,-2,-2,6,1,1,-0.2,4,9,CN(C)S(=O)(=O)c1ccc(NC(=O)c2ccc([N+](=O)[O-])cc2)cc1
-4,-2,-7,5,1,-2,1.4,1,-3,CN(N=Nc1cccc([N+](=O)[O-])c1)c1cccc([N+](=O)[O-])c1
-1,-6,-3,7,0,-3,0.2,5,6,CCOC(=O)C1(C)NC(c2cccs2)C2C(=O)N(c3ccccc3)C(=O)C21 (stereo not given)
-2,-5,9,-2,0,-1,-0.8,8,-6,Cc1ccc(C)c(CN2CCCNC2=O)c1
-3,-6,8,15,2,-1,-0.5,0,-43,c1ccc2c3c([nH]c2c1)C(C1CCCCC1)N(Cc1ncc[nH]1)CC3 (stereo not given)
2,1,-3,7,0,-1,0.0,4,-7,CN(C)C(=O)CN1C(=O)c2cccc3cccc1c23

Entries of single compounds, quoted from the list. Order of screens: CHRM4 PAM	CHRM5 PAM	CHRM4 antagonist	M5 antag	M4 ag	CHRM5 agonist	CRFBP-R2 agonist	IDE cell inh	CRFBP-R2 block
CCOC(=O)Cc1csc(NC(=O)COc2ccc3ccccc3c2)n1 as listed: -7	-9	2	12	5	-4	-2.5	4	-1
Cc1ccc(C)c(CN2CCCNC2=O)c1 as listed: -2	-5	9	-2	0	-1	-0.8	8	-6
CSC1=NC2(C)CCCCC2C12C=CC(=O)C=C2 (stereo not given) as listed: 8	7	-12	-10	2	0	-1.9	-2	-12

(next part)
CHRM4 PAM,CHRM5 PAM,CHRM4 antagonist,M5 antag,M4 ag,CHRM5 agonist,CRFBP-R2 agonist,IDE cell inh,CRFBP-R2 block,molecule
5,-6,-1,6,0,-2,-0.5,11,-21,COc1cc(/C=C2/C(=O)N=C(N)N2C)cc(OC)c1OC
-7,1,5,2,1,0,1.9,-1,16,c1ccc2c(c1)sc1nnnn12
-6,-8,4,6,6,0,0.7,-1,-13,CCC(=O)NC(=S)Nc1ccc(S(=O)(=O)NC2CCCCC2)cc1
2,0,-1,2,1,-5,2.9,-6,5,COc1cccc(C(=O)Nc2ccc(NC(=O)C3CC=CCC3C(=O)O)cc2)c1 (stereo not given)
-1,-2,-3,5,1,-1,-1.5,0,-13,Cc1ccc(NC(=O)Nc2ccc3oc(C)nc3c2)cc1
3,-6,-3,6,1,0,-0.1,4,2,O=C(Cn1cncc1-c1ccc([N+](=O)[O-])cc1)Nc1ccccc1F
-2,1,8,2,1,0,-1.7,-2,20,Cc1c(NC(=S)NC(=O)c2cccc(Cl)c2)c(=O)n(-c2ccccc2)n1C
5,2,5,5,0,0,-0.3,4,-1,O=C(COC(=O)c1nsc(Cl)c1Cl)NC1CCCCC1
3,-1,-13,-1,2,1,nt,nt,nt,CNC(=O)C1Cc2c(-c3ccccc3Oc3ccccc3)ccnc2O1 (stereo not given)
-2,-1,-8,-2,5,4,2.2,0,-48,O=C(CCCN1C(=O)/C(=C\c2cccc(Br)c2)SC1=S)Nc1cccnc1
0,-1,-4,7,2,-12,-0.6,3,1,Cn1c(SCC(=O)Nc2ccccc2)nnc1-c1ccc2nonc2c1

Screening data as filed in PubChem BioAssay.
